GLP1R cytotox: qHTS of GLP-1 Receptor Inverse Agonists: Cytotox Screen; HEK293 cAMP-luciferase reporter cells, luminescence, 24 h; Potency, µM (top dose mostly 38.3 µM), for the others: at the top dose activity change, negative = inhibition, most hits filed as inhibitors; AID 624418, 2012; 0.13% of 410,000 active;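 also: loss of luciferase light is scored as toxicity; potency is read from the fitted curve at half-maximal effect; % is scaled to controls: 0 for no effect and ±100 for the full control effect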
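Compound-treated cells are incubated 24 hr at 37 deg C under 5% CO2 after a 12 hour attachment period, then luciferase detection reagent is added and luminescence is measured following 12 min at room temperature; lowered signal indicates toxicity.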
GLP-1R inv ag: qHTS of GLP-1 Receptor Inverse Agonists (Inhibition Mode); Potency, µM (top dose mostly 38.3 µM), for inactives: at the top dose activity change, negative = inhibition, most hits filed as inhibitors; HEK293 GLP-1R CRE-luciferase, luminescence, 24 h; GLP-1R form is constitutively active; 1.6% of 410,000 active; also: potency is read from the fitted curve at half-maximal effect; % is scaled to controls: 0 for no effect and ±100 for the full control effect; nearly all actives have a fitted effect of over 55% in size
Target sequence (P43220 whole entry, looked up): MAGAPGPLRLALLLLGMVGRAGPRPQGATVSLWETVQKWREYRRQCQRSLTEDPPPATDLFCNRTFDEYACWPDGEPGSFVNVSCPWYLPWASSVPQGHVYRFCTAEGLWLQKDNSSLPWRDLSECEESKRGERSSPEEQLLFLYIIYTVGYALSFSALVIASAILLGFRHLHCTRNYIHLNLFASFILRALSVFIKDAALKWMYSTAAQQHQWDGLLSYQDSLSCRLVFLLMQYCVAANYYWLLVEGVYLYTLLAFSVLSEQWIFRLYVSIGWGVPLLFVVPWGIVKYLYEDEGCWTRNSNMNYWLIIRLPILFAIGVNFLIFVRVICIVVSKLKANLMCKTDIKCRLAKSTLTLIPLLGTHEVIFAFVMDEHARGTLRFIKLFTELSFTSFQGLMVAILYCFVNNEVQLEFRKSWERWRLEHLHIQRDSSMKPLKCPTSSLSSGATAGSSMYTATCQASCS
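Stable HEK293 clone (constitutively active GLP-1R + cAMP-response luciferase); 200 cells/uL plated, 12 h pre-culture, compound 24 hr, 37 deg C/5% CO2; detection reagent 12 min RT; luminescence.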
Abeta yeast res: qHTS for compounds that reverse cellular toxicity of Amyloid beta (A-beta) peptide in yeast: Primary Screen; 0.063% of 410,000 active; yeast expressing A-beta42, growth rescue, OD600, 48 h; response scale: 0% DMSO, 100% iron-clioquinol control; Potency, µM (titrated, usually from 46.1 µM), for the others: at the highest dose growth rescue, actives largely listed as activators; also: potency is read from the fitted curve at half-maximal effect; nearly all actives have a fitted effect of over 55% in size
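Growth rescue measured by 600 nm absorbance after 48 h yeast culture at 30 C with compound. Values normalized between DMSO and an equimolar ferric chloride plus clioquinol control.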
pAkt inh: HTS Assay for Inhibitors of Akt Phophorylation: Primary Screen | Neuro2A IGF-stimulated pAkt S473 HTRF, 20 min; active compounds read low | activity change, % for hits at 50 µM | 0.32% of 360,000 active; in the data active = activity change below about -80%; inconclusive = mostly about -51% to -80%; also: % is scaled to controls: 0 for no effect and ±100 for the full control effect
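Neuro2A cells in DMEM with 0.5% FBS, overnight at 37 deg C, given compound at single 50 µM final, then IGF (6 nM final) for 20 min at 37 deg C. Lysed; phospho-Akt Ser473 by HTRF after 24 h, 665/615 ratio.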
FUS yeast rescue: qHTS for Suppressors of FUS Proteinopathy: Primary screen using FUS-linked yeast assay. 0.24% of 390,000 active. S. cerevisiae FUS-expressing, growth rescue, OD600, 24 h. Potency, µM (series often up to 76.6 µM), inactives show at the highest dose growth rescue (activation), usual class: activators;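 also: potency is read from the fitted curve at half-maximal effect; plate controls were DMSO vehicle for no effect and reference control for full effect; nearly all actives have a fitted effect of over 55% in size; some results filed as inactive show a strong effect at the top dose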
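Restored growth of FUS-toxic S. cerevisiae, read as 600 nm absorbance after 24 h at 30C in galactose medium (starting OD 0.005). Controls CP55940 and DMSO.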
MmCpn inh: Inhibitors of TCP-1 ring complex (TRiC) of Methanococcus maripaludis (MmCpn): qHTS; Chaperonin Mm-Cpn (Methanococcus maripaludis); purified Mm-Cpn ATPase, ADP Transcreener TR-FRET; Potency, µM (highest dose often 76.9 µM), for the others: at the top dose activity, negative = inhibition, hits mostly inhibitors; 0.031% of 330,000 active; AID 504842, 2011; also: potency is read from the fitted curve at half-maximal effect; % is scaled to controls: 0 for no effect and ±100 for the full control effect; nearly all actives have a fitted effect of over 80% in size
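Measured: ADP formation by purified Mm-CPN. Conditions: 25 nM protein, 10 uM ATP, Tris pH 7.4 with Mg2+, K+ and DTT, 37°C for 30 min. Detection: Transcreener HTRF after 30 min at room temperature.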
PTHR1 agonist: qHTS for PTHR1 Agonists: Primary Screen; HEK293 GP2 PTHR1 cells, GloSensor cAMP luminescence, 1 h; Potency, µM (doses to about 115 µM), inactives show at the highest dose activation, most hits filed as activators; 0.075% of 410,000 active; also: potency is read from the fitted curve at half-maximal effect; nearly all actives have a fitted effect of over 55% in size; some results filed as inactive show a strong effect at the top dose; inactives centre near -15; many of its hits are not listed in these tables
Target sequence (Q03431 whole entry, looked up): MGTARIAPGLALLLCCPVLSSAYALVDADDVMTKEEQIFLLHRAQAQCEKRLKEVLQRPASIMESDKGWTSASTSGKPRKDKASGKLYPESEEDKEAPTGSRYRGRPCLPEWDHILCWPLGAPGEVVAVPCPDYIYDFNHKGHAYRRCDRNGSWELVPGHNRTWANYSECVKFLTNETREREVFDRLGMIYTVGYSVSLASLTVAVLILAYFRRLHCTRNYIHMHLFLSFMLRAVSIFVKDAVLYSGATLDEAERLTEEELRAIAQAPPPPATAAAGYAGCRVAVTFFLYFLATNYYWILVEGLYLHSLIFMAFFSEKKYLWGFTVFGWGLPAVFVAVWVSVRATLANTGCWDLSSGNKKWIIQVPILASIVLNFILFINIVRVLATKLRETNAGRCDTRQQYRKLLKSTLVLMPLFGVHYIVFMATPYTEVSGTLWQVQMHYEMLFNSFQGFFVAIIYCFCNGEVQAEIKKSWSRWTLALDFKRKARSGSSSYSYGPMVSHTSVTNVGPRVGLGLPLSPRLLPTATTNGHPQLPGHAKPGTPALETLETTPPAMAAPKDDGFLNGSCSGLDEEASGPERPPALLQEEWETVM
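HEK-293-derived GP2 cells expressing PTHR1 and a GloSensor cAMP reporter, 3,000/well, plated overnight, given luciferin plus IBMX (each 0.5 mM as added) for 1 h at 37 °C, then compound for 1 h at 37 °C. Luminescence was read after 15 min at room temperature.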
TDP-43 yeast inh: qHTS of TDP-43 Inhibitors; TDP-43 expressing yeast growth rescue, BacTiter-Glo, 24 h; AID 652104, 2013; 1.8% of 410,000 active; Potency, µM (doses to about 46.1 µM), without a hit: top-dose growth rescue (activation), actives largely listed as activators; also: potency is read from the fitted curve at half-maximal effect; % of control where 0% means no effect; nearly all actives have a fitted effect of over 50% in size
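Growth rescue of TDP-43-toxic yeast measured as ATP luminescence (BacTiter-Glo). Cells grown to mid-log in raffinose, induced in galactose at OD600=0.02, exposed to compound 24 hr at 30 deg C.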
aSyn rescue: qHTS of alpha-syn Inhibitors; Yeast expressing alpha-synuclein, growth rescue, BacTiter-Glo, 24 h; Potency, µM (top dose mostly 46.1 µM), for the others: top-dose growth rescue (activation), usual class: activators; 0.14% of 370,000 active; also: potency is read from the fitted curve at half-maximal effect; % of control where 0% means no effect; nearly all actives have a fitted effect of over 65% in size
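Rescue of yeast growth: cells expressing toxic alpha-synuclein, induced in galactose at OD600 0.02, incubated with compound 24 h at 30 C. ATP luminescence quantified growth; inhibitors of toxicity appear as activators.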
* hit, by the source's call; i = inactive; ? = inconclusive; nt = not tested or not shown; & = joins results of further samples; [ ] = dose if it differs, or a comment. Unless noted, calls follow the shape of the dose curve; as a rule, active = well fitted curve in the direction sought with a large enough effect; inconclusive = small, poorly fitted or top-dose-only effect, or another doubt; inactive = no such curve, though single readings can be large; an effect the other way counts as inactive or inconclusive. The list is partial; rates above refer to the full screens.

no. | Compound | GLP1R cytotox | GLP-1R inv ag | Abeta yeast res | pAkt inh | FUS yeast rescue
1 | C#CCOCCOCCOCCNc1nc(N2CCN(C(=O)C(Cc3cc4ccccc4[nH]3)n3cc(C(N)Cc4ccc(O)cc4)nn3)CC2)nc(N2CCN(C(=O)C(CCC(=O)O)n3cc(C(N)C(C)CC)nn3)CC2)n1 (stereo unspecified) | 6% | 15% | 4% | i | 32%
2 | Cc1ccc(C)c(NC(=O)CCc2nnc3ccc(N4CCCC4)nn23)c1 | 2% | 10% | -5% | nt | -2%
3 | CC(N=C(NC#N)Nc1ccncc1)C(C)(C)C (stereo unspecified) | ? | ? | -10%&-8% | i | -13%&-36%
4 | COC(=O)c1nn(-c2c(C)n(C)n(-c3ccccc3)c2=O)cc1O | 9% | 7% | -17% | i | -12%
5 | CSCC[C@H](NC(=O)C(C)(C)Oc1ccc(Cl)cc1)c1nc2ccccc2[nH]1 | -26% | -19% | -2% | i | 19%
6 | Cc1nc(CNC(=O)CC2C(=O)NCCN2Cc2cccc(Oc3ccccc3)c2)cs1 (stereo unspecified) | -10% | 19% | 1% | i | 0%
7 | CC(OC(=O)c1cc2sccc2n1C)C(=O)NCc1ccc(F)cc1 (stereo unspecified) | -25% | ? | -17% | i | -2%
8 | C[C@H](CO)N1C[C@H](C)[C@@H](CN(C)S(C)(=O)=O)Oc2ccc(NC(=O)Nc3ccc4c(c3)OCO4)cc2C1=O | 16% | 13% | -9% | i | 8%

no. | MmCpn inh | PTHR1 agonist | TDP-43 yeast inh | aSyn rescue
1 | 0% | -3% | 5% | -2%
2 | -6% | -2% | 5% | 0%
3 | 3% | ? | 4%&21% | 6%&-10%&-4%
4 | 0% | -3% | -13% | 1%
5 | 1% | i | 10% | 0%
6 | 0% | i | 19% | 11%
7 | -3% | -9% | 13% | 13%
8 | -1% | -11% | -8% | 2%

Next part.
no. | Compound | GLP1R cytotox | GLP-1R inv ag | Abeta yeast res | pAkt inh | FUS yeast rescue
9 | CCOc1ccccc1C1CC(=O)Nc2cc(C)c(C)cc21 (stereo unspecified) | ? | ? | 7% | i | -17%
10 | CC(Sc1ccc2ccccc2c1)C(=O)NC(N)=O (stereo unspecified) | 16% | -9% | 7% | i | 5%
11 | CCOc1ccc(OCCCC(=O)N(C)CC(=O)Nc2ccc(N3CCOCC3)cc2)cc1 | -3% | 0% | 7% | i | 10%
12 | Cc1cccc(S(=O)(=O)NC(=O)C2(C)CCN2C(=O)c2ccccc2)c1 (stereo unspecified) | -13% | -6% | 6% | i | -12%
13 | CN(C)c1ccc(-c2csc(C(O)c3ccc(F)c(F)c3)n2)cc1 (stereo unspecified) | 4% | ? | 8% | i | -4%
14 | COc1ccc(-c2ncnc(C(F)(F)F)c2-c2csc(C)n2)c(O)c1 | 1% | -7% | -6% | i | -25%
15 | Cc1ccc(C(=O)N/C(=C/C=C\c2ccccc2)C(=O)NCc2ccco2)cc1 | 9% | ? | -14% | i | 12%
16 | CCc1cccc2c1NC(=O)C21N2CCCC2C(C(=O)c2ccc3ccccc3c2)C12C(=O)Nc1ccccc12 (stereo unspecified) | 10% | ? | 18% | i | nt

no. | MmCpn inh | PTHR1 agonist | TDP-43 yeast inh | aSyn rescue
9 | 1% | i | 3% | 6%
10 | 0% | -6% | 2% | 17%
11 | 0% | -8% | 5% | 0%
12 | nt | -19% | 9% | 4%
13 | nt | -3% | 1% | 4%
14 | 1% | -8% | -1% | -3%
15 | -1% | -8% | -9% | 10%
16 | -1% | -24% | -7% | 1%

Ordered by SMILES length (lowest first): three of the compounds above.
no. | Compound | GLP1R cytotox | GLP-1R inv ag | Abeta yeast res | pAkt inh | FUS yeast rescue
10 | CC(Sc1ccc2ccccc2c1)C(=O)NC(N)=O (stereo unspecified) | 16% | -9% | 7% | i | 5%
9 | CCOc1ccccc1C1CC(=O)Nc2cc(C)c(C)cc21 (stereo unspecified) | ? | ? | 7% | i | -17%
11 | CCOc1ccc(OCCCC(=O)N(C)CC(=O)Nc2ccc(N3CCOCC3)cc2)cc1 | -3% | 0% | 7% | i | 10%

no. | MmCpn inh | PTHR1 agonist | TDP-43 yeast inh | aSyn rescue
10 | 0% | -6% | 2% | 17%
9 | 1% | i | 3% | 6%
11 | 0% | -8% | 5% | 0%

Other compounds follow:
no. | Compound | GLP1R cytotox | GLP-1R inv ag | Abeta yeast res | pAkt inh | FUS yeast rescue
17 | Cc1cc2ncn(CC3CC3(Cl)Cl)c2cc1C (stereo unspecified) | 2%[7.66 µM] | -13%[7.66 µM] | 17% | i | -4%
18 | CCCC(=O)Nc1ccccc1NC(=O)c1ccc(OCC)c(OCC)c1 | 0%[7.66 µM] | -1%[7.66 µM] | 2% | i | 36%
19 | Cc1cc2c(cc1S(=O)(=O)NCc1ccccc1Cl)OCC(=O)N2 | -3% | 22% | -2% | nt | -18%
20 | Cc1ccc(F)c(CNC(=O)C2CCC(=O)N(Cc3ccccn3)C2)c1F (stereo unspecified) | -14% | 16% | -7% | i | -22%
21 | CC1CCC(N(C)C(=O)CN2C(=O)NC(c3ccccc3)(c3ccccc3)C2=O)CC1 (stereo unspecified) | -2% | 10µM* | 3% | i | 3%
22 | COc1ccc(CNC(=O)CS(=O)(=O)Cc2nc(-c3ccc(OC)cc3)oc2C)cc1 | -2% | 6% | 14% | i | 15%
23 | CN(C)CCN(Cc1ccco1)C(=O)c1oc2ccccc2c1NC(=O)c1cccc(F)c1 | -7% | ? | -10% | nt | ?
24 | CC(C)Oc1ccc(N2CC(C(=O)Nc3ccc4c(c3)OCO4)CC2=O)cc1 (stereo unspecified) | 1% | -15% | -8% | i | -1%

no. | MmCpn inh | PTHR1 agonist | TDP-43 yeast inh | aSyn rescue
17 | -2% | -36%[inhibitor] | 12%[9.22 µM] | 4%
18 | 2% | i | -1%[9.22 µM] | 2%
19 | nt | i | 4%[9.22 µM] | nt
20 | -3% | -19% | 3% | 1%
21 | nt | -26% | 6% | 11%
22 | 0% | -1% | 1% | 1%
23 | nt | -3% | -25% | nt
24 | 1% | -4% | 26% | 0%

(continued)
no. | Compound | GLP1R cytotox | GLP-1R inv ag | Abeta yeast res | pAkt inh | FUS yeast rescue
25 | CCc1ccccc1N(C)C(=O)C1CCCN(c2ncnc3c2nc2n3CCCCC2)C1 (stereo unspecified) | 1% | 0% | -16% | nt | 17%
26 | O=C(Nc1cc(F)ccc1F)C1CCN(S(=O)(=O)c2cccc3nonc23)CC1 | -2% | -14% | -7% | i | -28%
27 | COCCN(C(=O)COC(=O)CNC(=O)c1ccc(C)cc1)c1c(N)n(Cc2ccccc2)c(=O)[nH]c1=O | -11% | 7% | -4% | i | -4%
28 | C=CCCC(=O)N1C[C@H]2CON(C)[C@H]2C[C@H]1c1cccc(Nc2ccccc2)c1 | -3% | 3% | 2% | i | 1%
29 | O=C(c1ccc(OC2CCN(Cc3ccccc3OC(F)F)CC2)cc1)N1CCCC1 | -17% | 3.2µM* | -9% | i | -15%
30 | COC(=O)c1ccc(C2c3c(-c4ccc(Br)cc4)n[nH]c3C(=O)N2c2ccc(Cl)cc2)cc1 (stereo unspecified) | ? | ? | -4% | nt | ?
31 | O=C(Cn1ccc([N+](=O)[O-])n1)N1CCc2ccccc21 | 2% | 15% | 6% | i | 8%
32 | O=c1[nH]c2ccccc2n1C1CCN(CCOc2ccccc2)CC1 | -30% | ? | -3% | i | -9%

no. | MmCpn inh | PTHR1 agonist | TDP-43 yeast inh | aSyn rescue
25 | nt | -25% | 11µM* | nt
26 | 2% | -12% | 4% | 1%
27 | nt | i | 19% | 1%
28 | nt | i | 10% | 3%
29 | 0% | i | 8% | -1%
30 | nt | i | 13% | nt
31 | 1% | i | 16% | 2%
32 | nt | -30%[inhibitor] | 0% | 0%

(next part)
no. | Compound | GLP1R cytotox | GLP-1R inv ag | Abeta yeast res | pAkt inh | FUS yeast rescue
33 | CCOc1c(Br)cc(CNC2CCCCCCC2)cc1OC | 2% | 3.2µM* | 19% | i | 1%
34 | CC(Oc1ccc(Cl)cc1)c1ccnc(N)n1 (stereo unspecified) | 4% | -4% | -21% | i | 16%
35 | CC(C)(C)NC(=O)CN(C(=O)CCC(=O)Nc1nccs1)c1ccccc1F | 0% | 1% | 0% | i | -1%
36 | COc1ccc(/C=N/Nc2ccccn2)cc1OC | -9% | 30%[activator] | 8% | i | -4%
37 | Cc1ccccc1NC(=O)NCCCN1CCCC1 | -9% | 4% | 9% | i | 29%
38 | CCn1c(CS(=O)Cc2ccc(Cl)cc2Cl)nnc1SCc1c(Cl)cccc1Cl (stereo unspecified) | 9% | -18% | -6% | nt | 21%
39 | O=C(CCNC(=O)c1ccc([N+](=O)[O-])cc1)Nc1ccc(F)c(F)c1F | 1% | -2% | 2% | i | -14%

no. | MmCpn inh | PTHR1 agonist | TDP-43 yeast inh | aSyn rescue
33 | 5% | 21% | 16% | 0%
34 | 2% | -4% | -1% | -9%
35 | nt | i | 23% | 5%
36 | -2% | i | -7%[1.82 µM] | -2%
37 | 0% | i | 21% | 1%
38 | 0% | i | -3% | 9%
39 | -3% | -16% | -5% | -3%

Screening results (PubChem BioAssay)
